Source: PubChem
HTR5A inv ctr: HTR5A inverse agonism, opioid heterodimer counter-screen; P47898; inhibition, % at 9.3 µM; hit rate 0.083% among 340,000; HTR5A cell line, luminescence; in the data active = inhibition mostly above about 23%, no sharp cut-off; inactive = mostly below about 18%;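 also: 0% = cells with DMSO and 100% = no-cell wells with DMSO; some compounds called inactive have numbers as strong as hits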
Target sequence (P47898 whole entry, looked up): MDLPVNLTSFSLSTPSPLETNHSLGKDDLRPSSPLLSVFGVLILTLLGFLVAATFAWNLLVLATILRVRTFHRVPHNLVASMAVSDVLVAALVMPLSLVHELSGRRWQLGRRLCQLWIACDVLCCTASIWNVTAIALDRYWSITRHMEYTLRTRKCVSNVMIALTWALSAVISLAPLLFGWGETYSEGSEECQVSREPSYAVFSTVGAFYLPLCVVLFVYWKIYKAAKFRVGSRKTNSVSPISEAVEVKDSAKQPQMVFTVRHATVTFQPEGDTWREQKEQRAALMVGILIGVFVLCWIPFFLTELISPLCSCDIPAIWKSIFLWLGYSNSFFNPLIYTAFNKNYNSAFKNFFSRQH
cardiac RTF act: increases calcium sensitivity of human cardiac regulated thin filaments. hit rate 0.24% among 340,000. AID 493008. IANBD-labeled TnC RTF fluorescence at EC20 calcium; 0% EC20 calcium, 100% full calcium. activation, % at 7.2 µM;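 active = activation above the mean over all tested compounds plus 3 SD, cut at about 30% in these data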;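 also: rise in fluorescence read as greater calcium sensitivity of cardiac thin filaments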
HTR5A ag: HTR5A agonism, opioid heterodimer counter-screen; hit rate 0.61% among 340,000; P47898; activation, % at 9.3 µM; HTR5A agonist assay, luminescence, cell-based; AID 504692; in the data active = activation mostly above about 9.5%, no sharp cut-off; inactive = mostly below about 7.6%;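 also: 0% = cells with vehicle only and 100% = reference agonist; strong numbers were not always called active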
C-LANA FP: inhibitors of KSHV LANA C-terminal domain DNA binding. AID 504423. MBP-C-LANA/FAM-LBS DNA binding, fluorescence polarization. inhibition, % at 9 µM. hit rate 0.078% among 340,000;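 active = highest replicate inhibition at or above 60% at 9 µM, even if other replicates fall short; inactive = all replicates below 60% inhibition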;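 also: 0% = neutral control wells and 100% = 4 µM acridine orange control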
Cardiac RTF inh: cardiac RTF calcium desensitization. P19429+P45379. IANBD-labeled cardiac RTF, Ca2+ fluorescence. inhibition, % at 7.15 µM. hit rate 0.12% among 340,000;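 active = inhibition above the mean inhibition of all tested compounds plus 3 SD, cut at about 17% in these data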;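 also: assay run at fixed EC70 calcium of 1.6 mM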
CAL PDZ FP: inhibitors of human CAL PDZ peptide binding; purified CAL PDZ, TMR-peptide fluorescence polarization, 1 h; inhibition, % at 24.9 µM; hit rate 0.92% among 300,000;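 active = mean inhibition of at least 30% with at least half of replicates also reaching 30%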;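 also: 0% = DMSO neutral control and 100% = excess unlabeled competitor peptide PRC23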
Keap1-Nrf2 PPI: disrupts human Keap1 binding to Nrf2 peptide | Q14145 | Keap1 Kelch-Nrf2 peptide fluorescence polarization, 1536-well | inhibition, % at 9.4 µM | hit rate 0.15% among 340,000; in the data active = inhibition above about 12%;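 also: human Keap1 Kelch domain with fluorescein labeled Nrf2 9mer peptide probe; 0% = neutral control wells and 100% = peptide positive control; higher means more block of Keap1 binding to Nrf2 peptide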
Target sequence (Q14145 whole entry, looked up, the tested form may be a part): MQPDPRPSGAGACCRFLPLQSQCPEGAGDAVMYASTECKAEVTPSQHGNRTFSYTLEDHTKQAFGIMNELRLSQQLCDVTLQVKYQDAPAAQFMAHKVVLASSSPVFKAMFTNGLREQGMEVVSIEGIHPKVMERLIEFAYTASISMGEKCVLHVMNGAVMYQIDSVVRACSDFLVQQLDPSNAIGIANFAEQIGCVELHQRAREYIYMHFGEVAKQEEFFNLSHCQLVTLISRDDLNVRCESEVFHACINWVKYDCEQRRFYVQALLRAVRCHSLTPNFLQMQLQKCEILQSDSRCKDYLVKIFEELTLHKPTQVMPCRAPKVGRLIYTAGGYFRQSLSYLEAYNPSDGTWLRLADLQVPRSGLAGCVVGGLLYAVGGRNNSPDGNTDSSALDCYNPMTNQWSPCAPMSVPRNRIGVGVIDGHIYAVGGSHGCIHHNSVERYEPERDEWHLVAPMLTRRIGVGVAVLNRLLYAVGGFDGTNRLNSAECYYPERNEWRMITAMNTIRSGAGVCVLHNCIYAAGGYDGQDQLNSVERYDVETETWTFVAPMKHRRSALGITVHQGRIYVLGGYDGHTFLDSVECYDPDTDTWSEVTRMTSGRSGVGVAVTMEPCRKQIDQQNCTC
OPRM1-OPRD1 ag: agonists of human mu-delta opioid receptor heterodimerization. P35372+P41143. cells, OPRM1-OPRD1 heterodimerization, luminescence. activation, % at 9.3 µM. hit rate 0.3% among 340,000. AID 504326; in the data active = activation above about 18%;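 also: 0% = vehicle-treated cells and 100% = reference agonist; values of inactives mirror those of a sister screen read the other way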
MOR-DOR inv ag: inverse agonists of human mu-delta opioid receptor heterodimerization; P35372+P41143; cell-based MOR-DOR heterodimer luminescence, inverse agonism; inhibition, % at 9.3 µM; hit rate 0.21% among 340,000; in the data active = inhibition above about 22%, passing the limit was not always enough;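 also: 0% = cells with DMSO and 100% = wells without cells with DMSO; values of inactives mirror those of a sister screen read the other way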
V-ATPase pH: yeast V-ATPase proton transport regulation by pHLuorin; hit rate 0.37% among 350,000; response, % at 10 µM; S. cerevisiae, pHLuorin cytosolic pH fluorescence; in the data active = response mostly above about 7.3%, no sharp cut-off; inactive = mostly below about 5.4%; also: actives read high; inactives centre near 0; some compounds called inactive have numbers as strong as hits; reference of the scale not given here
Numbers without * were called inactive; . = not tested or not shown. Not a hit list (roughly 2.8% active in at least one column).

SMILES	HTR5A inv ctr	cardiac RTF act	HTR5A ag	C-LANA FP	Cardiac RTF inh	CAL PDZ FP	Keap1-Nrf2 PPI	OPRM1-OPRD1 ag	MOR-DOR inv ag	V-ATPase pH
COCCNC(=O)c1onc(CSc2ccccn2)c1C(=O)NCCOC	13	0	1	0.3	-14	-2	-7	-2.2	12	8
Cc1ccc(-n2c(Cc3cccn3C)nnc2SCC(=O)NCc2ccco2)cc1	10	1	0	-0.3	1	-5	2	-4.1	21	-3
O=C(CCC(=O)OCC(=O)c1cccc([N+](=O)[O-])c1)Nc1cccc(Cl)c1Cl	30	3	-6	-2.9	1	-2	-1	-11	69*	3
COc1ccc(CN2C(=O)CNC2=S)cc1	10	-4	-3	0.4	-14	-3	-1	-3.9	17	2
CCN1C(=O)C2(C(C#N)=C(N)Oc3cc(C)oc(=O)c32)c2ccccc21 (configuration not stated)	1	-2	-2	0.8	14	-4	-1	-0.9	4	0
CCOc1ccc(/C=C2\SC(=S)N(CCC(=O)Nc3ccc(C(=O)O)cc3)C2=O)cc1	-15	1	4	3.6	2	-8	5	-2.5	13	-5
COc1cccc(-n2ccnc2SCC(=O)Nc2ccccc2F)c1	12	3	0	-0.9	-8	0	-1	-1.0	5	-2
CC(=O)Oc1ccc(C(=O)NCCc2ccccc2)cc1	-9	6	1	0.4	-7	-2	-1	-1.5	8	1
Cc1ccc(S(=O)(=O)CCC(=O)Nc2cc(Cl)ccc2-n2cncn2)cc1	6	-7	-2	0.0	-8	-2	-2	-2.3	12	2
Cc1ccc(NC(=O)c2cccs2)cc1[N+](=O)[O-]	-1	-6	5	-0.1	-2	6	0	2.3	-11	3
C=CC(O)Cc1c(C)n[nH]c1C (configuration not stated)	4	2	-1	0.8	2	-2	-1	2.3	-13	-1
Nc1nn(-c2cccc(F)n2)cc1-c1ccccc1	17	-4	0	-0.4	-7	0	-1	-4.1	19	1
CCC(=O)N1N=C(c2ccc(Cl)cc2)CC1c1ccco1 (configuration not stated)	1	-2	-4	-1.1	5	-3	-6	-0.4	2	-1
COc1cc(C(C)=O)ccc1OCc1cc(C(=O)N(C)CCC2CCCCO2)no1 (configuration not stated)	5	-3	-3	0.3	-1	-4	-9	-2.2	11	4
CCc1ccccc1OCC(=O)N(CC)CC(=O)NCc1ccc(F)cc1	1	0	0	0.2	12	-24	3	-1.3	7	-2
COC(=O)c1ccc(C2CC(=O)NC3=C2C(=O)CCC3)cc1 (configuration not stated)	-6	-6	7	0.5	-4	.	0	-2.6	12	5
CC(=C\c1ccccc1)/C=C1/SC(=S)N(CCC(=O)O)C1=O	-1	4	0	0.9	-6	-3	-7	-1.0	4	0
CCOC(=O)c1nn(-c2sc(C(=O)OC)c(C)c2C(=O)OC)cc1O	-6	8	5	1.5	-2	-2	0	-1.7	10	-1
O=C(Nc1ccccc1N1CCCCC1)c1cccc([N+](=O)[O-])c1	2	0	-1	-0.3	11	-1	0	2.2	-10	-1
CCc1cccc(N(CC(=O)NCc2ccc(F)cc2)C(=O)c2csnn2)c1	-10	7	4	0.4	-9	-3	1	-0.5	3	1
COc1ccc(-c2ccc3c(c2)S(=O)(=O)c2cccc(C(=O)NCc4ccccc4Cl)c2C3=O)cc1OC	-16	-1	3	1.0	-19	-3	-5	-2.1	11	1
COc1ccc(C2(CNC(=O)CCC(=O)O)CCCC2)cc1	-4	-6	3	-0.2	9	-2	-2	0.8	-3	-1
CC(C(=O)N1CCC(C(N)=O)CC1)N(c1ccc(Oc2ccccc2)cc1)S(C)(=O)=O (configuration not stated)	-35	-7	1	0.0	2	-3	-4	-2.3	12	-7
Cc1ccc(-c2nnc(Nc3ccccc3)c3ccccc23)cc1S(=O)(=O)NCC1CCCO1 (configuration not stated)	14	-2	4	-2.4	3	.	-3	-2.6	12	0
Cc1cc(-c2ccco2)c(C#N)c2nc3ccccc3n12	3	9	-1	0.4	-14	-2	-5	-1.6	8	2
Cc1ccccc1-n1c(SCC(=O)c2cc(C)n(C)c2C)nnc1-c1cccnc1	-4	-5	2	0.6	3	-6	0	0.8	-5	10
Cc1cc(C(=O)NC2CCCCC2)on1	1	5	0	-1.5	-9	-1	-3	-0.1	1	-1
CC(=O)N/C(=C/c1ccccc1)c1ccccc1	-17	3	7	-2.4	-2	-2	-1	-0.1	0	-4
CN1c2ccccc2C(=O)/C(=C\Nc2ccc(F)cc2F)S1(=O)=O	-12	-2	-2	1.1	1	.	1	-0.9	5	1
CN(C(=O)c1cncc(Br)c1)c1c(N)n(Cc2ccccc2)c(=O)[nH]c1=O	-4	-3	5	-0.9	-1	0	-1	-2.9	19	-1
Cc1cc(C(=O)NC2CC(C)(C)Cc3c2cnn3-c2cccc(F)c2)n(C)n1 (configuration not stated)	17	-2	-7	-0.9	5	-3	-3	-0.9	4	5
Cc1ccc(N2CC(C(=O)Nc3ccccn3)CC2=O)cc1 (configuration not stated)	-4	7	2	2.4	2	-1	-7	-0.4	2	-1
Cc1csc(NC(=O)c2c(-c3c(Cl)cccc3Cl)noc2C)n1	-1	-4	0	0.5	4	2	-5	-1.7	9	0
COc1ccc(CCNC(=O)C2CCCN(Cc3nc(-c4ccccc4C)oc3C)C2)cc1OC (configuration not stated)	5	-2	-2	1.5	-11	.	-1	-1.6	8	0
COC(=O)c1ccccc1NC(=O)CSc1ccccn1	-26	-2	-3	0.8	1	-3	1	-1.9	11	-2
O=C(CCN1C(=O)c2ccccc2C1=O)Nc1ccc(-c2nc3ccccc3o2)cc1	9	1	-4	6.4	-7	-3	1	0.1	-1	4
O=Cc1cn(-c2ccccc2)nc1-c1ccccc1	3	-1	-1	2.7	1	-4	0	5.5	-25	-2
O=C(c1ccccc1NS(=O)(=O)c1ccccc1[N+](=O)[O-])N1CCCC1	7	0	-3	-0.9	3	-5	1	-2.9	12	-3
CCOc1ccc(/C=N/NC(=O)CN2CCSCC2)cc1	-5	4	2	1.4	2	-10	-2	-2.0	11	2
COC(=O)CN(C#N)c1nc(C)cc(C)n1	4	4	1	1.2	4	-3	-1	-2.5	13	2
Cc1nc2oc3c(NCc4ccccc4)ncnc3c2c2c1COC(C)(C)C2	-19	-1	7	-2.1	1	0	3	0.2	-1	2
Cc1nnc(NC(=O)C2CCCN(S(=O)(=O)Cc3ccccc3)C2)s1 (configuration not stated)	3	0	1	0.7	2	-5	3	-1.3	8	-1
O=C(CCN1CCN(C(=O)c2ccco2)CC1)Nc1ccc(F)cc1	-13	7	2	0.1	-3	-1	-7	-1.5	7	-1
COC(=O)c1cc(OC)c(OC)cc1NC(=O)CCc1ccc(C)o1	6	0	2	0.0	-3	.	-5	0.8	-4	-3
O=C(O)Cc1sc(Nc2ccccc2)nc1-c1cccs1	-13	2	4	-0.2	-9	-3	-9	-1.2	6	-3
COC(=O)CSC1=C(C#N)C(c2ccc(Cl)cc2)C(C(=O)OC)C(=O)N1 (configuration not stated)	13	-5	4	0.2	-13	-3	1	-1.3	8	1
COc1cc(C(C)=O)ccc1OCc1nnc(-c2ccccc2Br)o1	-3	-1	1	-1.0	8	-4	-2	0.2	-1	-3
CCOC(=O)C(N)CSC1CC(=O)N(c2ccc(C(=O)OC)cc2)C1=O (configuration not stated)	-4	-5	1	0.6	-12	3	-3	-1.9	10	-2

Only OPRM1-OPRD1 ag and HTR5A ag (3 entries from above):
smiles	OPRM1-OPRD1 ag	HTR5A ag
COC(=O)CN(C#N)c1nc(C)cc(C)n1	-2.5	1
Cc1nc2oc3c(NCc4ccccc4)ncnc3c2c2c1COC(C)(C)C2	0.2	7
Cc1nnc(NC(=O)C2CCCN(S(=O)(=O)Cc3ccccc3)C2)s1 (configuration not stated)	-1.3	1

Carrying on:
SMILES	HTR5A inv ctr	cardiac RTF act	HTR5A ag	C-LANA FP	Cardiac RTF inh	CAL PDZ FP	Keap1-Nrf2 PPI	OPRM1-OPRD1 ag	MOR-DOR inv ag	V-ATPase pH
CC(Oc1ccccc1C(N)=O)C(=O)Nc1ccc(S(=O)(=O)N2CCCC2)cc1 (configuration not stated)	-8	10	3	0.9	8	-2	-4	-2.6	14	13
COc1ccc(S(=O)(=O)NCC2CCCO2)cc1NC(=O)c1ccccc1F (configuration not stated)	-3	1	1	-2.3	3	-8	-3	-2.4	13	3
O=C(CN(Cc1ccccc1Cl)C(=O)CNS(=O)(=O)c1ccc(F)cc1)NCC1CCCO1 (configuration not stated)	-19	0	-1	0.2	-4	.	-3	3.2	-26	-4
O=C(Cc1ccccc1)Nc1ccccc1C(=O)Nc1ccccc1	-12	4	5	0.1	3	.	-1	-2.6	14	-3
CN(C)S(=O)(=O)c1ccc(C(=O)N2CC(=O)Nc3ccc(F)cc3C2c2ccc(F)cc2)cc1 (configuration not stated)	-8	10	2	1.0	-1	-6	-8	-2.9	14	-3
CCC(C)(C(=O)NC1CCCC1)N(CC1CCCO1)C(=O)c1ccc2c(c1)OCO2 (configuration not stated)	-14	-3	4	-0.5	4	-2	-1	-3.9	20	-3
COCCCn1c(SCC(=O)N2CCCCC2C)nnc1-c1ccco1 (configuration not stated)	4	3	-1	-1.3	0	.	-5	0.3	-2	-6
COc1cccc(NC(=O)C(C)Sc2nnc(C3CC3)n2C2CC2)c1 (configuration not stated)	-12	1	5	1.7	2	-8	-6	-3.2	14	1
CCCCOc1ccc(C(=O)Oc2cccnc2)cc1	0	0	0	-1.0	2	4	-7	-0.6	4	0
CCN(CC)CCOC(=O)c1ccc(NC(=O)COc2cc(=O)n(CC)c3ccccc23)cc1	0	-2	0	1.0	-1	-3	-4	-2.6	13	-4
CCOc1ccc(-n2cc(C(=O)Nc3cccc(Cl)c3)c3cc(OC)c(OC)cc3c2=O)cc1	0	-4	3	1.1	-10	1	2	-0.3	2	0
CCOC(=O)c1c(NC(=O)CSc2nnc(-c3c[nH]c4ccccc34)n2CC)sc2c1CCCC2	-23	1	-4	-0.6	-2	.	2	-1.8	10	-1
N#Cc1ccsc1NC(=O)CN(Cc1ccccc1)Cc1ccccc1	-7	7	2	2.7	4	12	-2	3.3	-19	0
O=C(CSc1nc(-c2ccc(F)cc2)cs1)N1CCN(C(=O)c2ccco2)CC1	-6	5	2	0.3	2	-5	-1	-2.8	16	1
O=S(=O)(NCCSc1ccccn1)c1ccc(Cl)cc1	7	0	-3	-1.7	9	-3	-3	0.6	-4	-3
Cc1cccc(OCC(=O)Nc2ccc3nc(C)sc3c2)c1	4	6	-2	1.6	-7	0	-2	1.4	-7	0
CNC(=O)c1cccc2cccc(Sc3ccccc3C(=O)O)c12	4	-1	1	-0.9	1	-2	1	-2.5	12	0
CCn1cc(/C=N/NC(=O)c2ccc(C#N)cc2F)c2ccccc21	-14	-9	-1	-1.4	-15	6	-2	0.2	-1	4
CC(NC(=O)c1noc2c1CCCC2)c1ccccc1 (configuration not stated)	0	0	4	1.0	-5	-4	5	-1.1	6	-3
Cc1ccc2oc(C(=O)NCc3ccccc3)cc(=O)c2c1	-24	-8	6	-0.1	3	-4	-2	-2.5	12	2
Cc1ccc(N(C)S(=O)(=O)c2ccc(-c3cnc(C4CC4)o3)cc2)cc1	5	-4	4	0.2	-2	-2	-6	0.4	-2	4
